Screens from PubChem BioAssay.
OXTR agonist = activates the human oxytocin receptor; P30559; CHO-OTR cells, Fluo-8 calcium fluorescence; normalized: DMSO 0%, oxytocin 100%; activation, % at 3 µM; 320,000 tested, 0.32% active;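 active = activation above the mean of all tested compounds plus 3 SD, cutoff set per screening run, cut at about 20% in these data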;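 note: peak over basal fluorescence ratio from a 100 s FLIPR kinetic read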
Target sequence (P30559 whole entry, looked up): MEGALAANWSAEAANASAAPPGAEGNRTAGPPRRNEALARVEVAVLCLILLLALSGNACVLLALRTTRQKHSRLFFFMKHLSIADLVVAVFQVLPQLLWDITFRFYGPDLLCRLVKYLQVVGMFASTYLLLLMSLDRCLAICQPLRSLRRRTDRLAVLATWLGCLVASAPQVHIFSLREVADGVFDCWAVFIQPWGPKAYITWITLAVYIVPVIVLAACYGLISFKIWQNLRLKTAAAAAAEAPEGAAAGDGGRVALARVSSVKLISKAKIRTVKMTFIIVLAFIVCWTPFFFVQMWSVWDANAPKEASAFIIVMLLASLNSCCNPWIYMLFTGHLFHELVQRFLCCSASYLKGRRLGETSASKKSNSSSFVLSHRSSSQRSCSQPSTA
GPR7 antag = antagonists of human GPR7 (neuropeptides B/W receptor 1) | GPR7-expressing cells, fluorescence antagonist assay | inhibition, % at 4.4 µM | 290,000 tested, 1.1% active | AID 1861; in the data active = inhibition above about 16%, passing the limit was not always enough;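 note: cells stimulated with the agonist NPW; 0% = agonist with vehicle and 100% = vehicle without agonist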
FID counter = displaces DNA intercalator in HCV helicase counter-screen. DNA fluorescent intercalator displacement, fluorescence. inhibition, % at 7.9 µM. 290,000 tested, 0.17% active. AID 1845; in the data active = inhibition above about 37%;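 note: 0% = vehicle and 100% = reference compound; higher means more ethidium bromide displaced from hairpin DNA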
M18AAP inhibitor = blocks P. falciparum M18 aspartyl aminopeptidase. AID 1822. 290,000 tested, 1.2% active. inhibition, % at 7.35 µM. recombinant PfM18AAP, H-Glu-NHMec fluorogenic cleavage;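 active = inhibition above the campaign mean inhibition over all tested compounds plus 3 SD, cut at about 28% in these data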;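 note: 0% = plate median of test compound wells and 100% = 2 mM ZnCl2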
PHOSPHO1 block = PHOSPHO1 (human) inhibition; Q8TCT1; inhibition, % at 13.3 µM; 290,000 tested, 1.1% active; recombinant PHOSPHO1, absorbance phosphatase assay; in the data active = inhibition above about 60%
Target sequence (Q8TCT1 whole entry, looked up): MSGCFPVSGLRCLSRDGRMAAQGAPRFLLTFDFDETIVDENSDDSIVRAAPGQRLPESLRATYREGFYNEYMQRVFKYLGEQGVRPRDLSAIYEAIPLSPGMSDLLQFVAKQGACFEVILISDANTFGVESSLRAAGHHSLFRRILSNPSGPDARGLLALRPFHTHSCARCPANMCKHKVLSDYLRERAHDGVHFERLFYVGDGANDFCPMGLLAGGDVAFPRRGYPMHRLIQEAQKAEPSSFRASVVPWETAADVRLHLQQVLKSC
MEKK2 WT-MEK5 = raises or lowers MEK5 binding to wildtype human MEKK2 PB1 domain; 290,000 tested, 1.1% active; bead flow cytometry, Alexa488-MEK5 binding to MEKK2 WT; actives lie on both sides; AID 1531; Q9Y2U5; binding response (% of control), % at 10 µM; in the data active = binding response below about 67% or above about 130%
MEKK2mut PB1 HTS = signal of MEK5 binding to mutant human MEKK2 PB1 domain; percent response, % at 10 µM; 290,000 tested, 0.35% active; bead flow cytometry, Alexa488-MEK5 binding to MEKK2 mutant; in the data active = percent response above about 24%, passing the limit was not always enough; note: inactives centre near 1; some results filed as inactive read as strong as hits; reference of the scale not given here
MEKK3 PB1 HTS = modulators (inhibitors or enhancers) of MEK5 binding to human MEKK3 PB1 domain; Q99759; bead-based flow cytometry, Alexa488-MEK5 binding to MEKK3; actives lie on both sides; 0 = blocked by unlabeled MEK5, 100 = vehicle; binding response (% of control), % at 10 µM; AID 1529; 290,000 tested, 1.4% active;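 active = binding response more than 3 SD above or below the average of its plate-row segment, actives on both sides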;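 note: Alexa488 bead fluorescence after subtracting the streptavidin-only scavenger bead signal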
NALP1 inh = NALP1 inhibition; 280,000 tested, 0.61% active; inhibition, % at 10 µM; S. cerevisiae NALP1/ASC/caspase-1 growth, X-gal OD620, 72 h; AID 2071; in the data active = inhibition mostly above about 24%, no sharp cut-off; inactive = mostly below about 32%; note: some compounds called inactive have numbers as strong as hits
* hit, by the source's call; . = no result given.

entry | Compound | MEKK3 PB1 HTS | MEKK2mut PB1 HTS | OXTR agonist | MEKK2 WT-MEK5 | NALP1 inh
1 | CC(c1ccon1)N(C)Cc1cn(Cc2ccccc2)nc1-c1ccc2c(c1)OCO2 (stereo not given) | 97 | -5 | 0.1 | 95 | 5
2 | COc1ccc(CN(C(=O)c2cc3ccccc3oc2=O)C2CCCCC2)cc1OC | 99 | 3 | -0.6 | 100 | -4
3 | CC(=O)c1ccc(NC(=S)NC(=O)/C=C/c2ccco2)cc1 | 92 | 0 | -0.6 | 89 | 10
4 | O=C(O)c1cccc(N/N=C/c2ccc(OC(F)(F)F)cc2)c1 | 105 | 3 | -0.1 | 106 | 6
5 | CCN1C(=O)N[C@@H](c2cccs2)C(C(=O)OC)=C1C | 102 | 7 | -0.3 | 103 | .
6 | CCCOc1ccc(/C=C2/C(=O)ON=C2C)cc1Cl | 102 | -2 | -0.1 | 100 | 23
7 | CC(=O)c1c(C)[nH]c(C(=O)Nc2cccc(C)n2)c1C | 95 | -3 | 0.0 | 94 | 18
8 | CCCCc1[nH]c(=O)c(C#N)c2c1CCCC2 | 97 | 7 | -1.0 | 99 | 1
9 | CC1Cc2cc(S(=O)(=O)N3CCCCC3)ccc2N1C(=O)C1CCC1 (stereo not given) | 90 | -15 | -1.9 | 82 | -5
10 | C=C(C)C1CC=C(C)/C(=N/Nc2ccccc2[N+](=O)[O-])C1 (stereo not given) | 93 | -1 | -1.5 | 96 | 22
11 | CCC(C(=O)Nc1c2c(nn1C(C)(C)C)CS(=O)(=O)C2)c1ccccc1 (stereo not given) | 101 | 7 | -1.0 | 103 | -2
12 | Cc1cc(C)n(/C(=C\N(C)C)C(=O)c2ccc(Cl)cc2)n1 | 102 | 0 | 0.0 | 101 | 16

entry | PHOSPHO1 block | M18AAP inhibitor | FID counter | GPR7 antag
1 | 10 | 1 | -1 | -10
2 | -8 | -6 | -37 | -9
3 | 15 | 8 | -21 | -3
4 | . | 11 | -20 | -11
5 | . | . | . | .
6 | 1 | 14 | -1 | -15
7 | 33 | 6 | -8 | -17
8 | 20 | -4 | -8 | -4
9 | 43 | -7 | -56 | 14
10 | -8 | -6 | 2 | -11
11 | -5 | 2 | -11 | 0
12 | 16 | -1 | -5 | -9

(next part)
entry | Compound | MEKK3 PB1 HTS | MEKK2mut PB1 HTS | OXTR agonist | MEKK2 WT-MEK5 | NALP1 inh
13 | C=CCN1C(=O)N/C(=C/c2ccccc2OCC(=O)Nc2ccc(F)cc2)C1=O | 99 | -2 | 2.2 | 98 | 40
14 | O=C(CSc1nc2ccccc2s1)NNC(=O)Nc1ccc(Cl)c(Cl)c1 | 88 | 0 | -1.1 | 92 | 26
15 | CC(O)CC(C(=O)NNc1ccccc1)C(=O)NNc1ccccc1 (stereo not given) | 98 | 0 | 0.0 | 97 | 12
16 | O=C(c1ccc2c3n(nc2c1)-c1ccccc1CO3)N1CCOCC1 | 97 | 2 | -1.8 | 96 | 1
17 | COc1cccc(C2(O)CCN(C(=O)C3CC3)CC2)c1 | 101 | 5 | -0.1 | 104 | 12
18 | O=[N+]([O-])c1ccc(N2CCCC2)cc1NC(c1ccccc1)c1ccccc1 | 104 | 4 | -0.9 | 100 | 4
19 | CC(SC1=NCCN1S(C)(=O)=O)c1ccccc1 (stereo not given) | 100 | 3 | -0.5 | 98 | 3
20 | C/C(=N\NC(=O)c1nnn(-c2nonc2N)c1CN1CCCCC1)c1ccccc1O | 95 | -8 | -0.8 | 94 | -5
21 | O=C(Nc1nccs1)C1C2/C=C\CCCCC21 (stereo not given) | 112 | 15 | -1.6 | 113 | 5
22 | CN(CC(=O)Nc1ccccc1Cl)C(=O)COC(=O)Cc1c(F)cccc1Cl | 98 | 3 | 1.1 | 104 | 12
23 | Cc1cnc(SCc2cnc(C)nc2N)nc1 | 101 | -1 | 1.1 | 99 | 10
24 | COc1cccc(OCc2cc(C(=O)N(C)C3CC(C)(C)NC(C)(C)C3)no2)c1 | 89 | -16 | 1.6 | 86 | 26

entry | PHOSPHO1 block | M18AAP inhibitor | FID counter | GPR7 antag
13 | 2 | 8 | 1 | -2
14 | 42 | 52* | 8 | -6
15 | -30 | 11 | -1 | -2
16 | 31 | . | . | .
17 | 30 | -1 | -7 | 2
18 | -4 | -10 | 2 | -1
19 | 33 | 2 | -3 | 2
20 | 23 | 4 | -11 | 5
21 | 16 | 1 | -6 | -10
22 | 45 | -9 | -25 | -11
23 | 48 | -10 | 1 | -3
24 | -167 | -6 | 14 | -8

Next part, overlapping the part above by two compounds.
entry | Compound | MEKK3 PB1 HTS | MEKK2mut PB1 HTS | OXTR agonist | MEKK2 WT-MEK5 | NALP1 inh
23 | Cc1cnc(SCc2cnc(C)nc2N)nc1 | 101 | -1 | 1.1 | 99 | 10
24 | COc1cccc(OCc2cc(C(=O)N(C)C3CC(C)(C)NC(C)(C)C3)no2)c1 | 89 | -16 | 1.6 | 86 | 26
25 | CCc1cccc(NS(=O)(=O)c2ccc3c(c2)n(C)c(=O)n3C)c1 | 101 | 1 | 18 | 103 | 12
26 | COc1ccc(C(=O)O)cc1Nc1cc(C)nc2ncnn12 | 107 | 9 | -0.2 | 109 | -18
27 | COc1ccccc1N(CC(=O)Nc1ccc(S(=O)(=O)N2CCOCC2)cc1)S(C)(=O)=O | 105 | -2 | 1.3 | 102 | 21
28 | CCOc1ccc(N(CC(=O)NCCSCc2ccc(Cl)cc2)S(C)(=O)=O)cc1 | 101 | 6 | -1.8 | 102 | 13
29 | CCc1cccc(C)c1NC(=O)CCOc1ccccc1 | 105 | 5 | -0.7 | 104 | -3

entry | PHOSPHO1 block | M18AAP inhibitor | FID counter | GPR7 antag
23 | 48 | -10 | 1 | -3
24 | -167 | -6 | 14 | -8
25 | . | -11 | -18 | -19
26 | -7 | -8 | 2 | -13
27 | 36 | -11 | -18 | 1
28 | 30 | -3 | -31 | 13
29 | . | 3 | -9 | 6

Structures shown so far that contain four or more nitrogen atoms:
entry | Compound | MEKK3 PB1 HTS | MEKK2mut PB1 HTS | OXTR agonist | MEKK2 WT-MEK5 | NALP1 inh
1 | CC(c1ccon1)N(C)Cc1cn(Cc2ccccc2)nc1-c1ccc2c(c1)OCO2 (stereo not given) | 97 | -5 | 0.1 | 95 | 5
14 | O=C(CSc1nc2ccccc2s1)NNC(=O)Nc1ccc(Cl)c(Cl)c1 | 88 | 0 | -1.1 | 92 | 26
15 | CC(O)CC(C(=O)NNc1ccccc1)C(=O)NNc1ccccc1 (stereo not given) | 98 | 0 | 0.0 | 97 | 12
20 | C/C(=N\NC(=O)c1nnn(-c2nonc2N)c1CN1CCCCC1)c1ccccc1O | 95 | -8 | -0.8 | 94 | -5
23 | Cc1cnc(SCc2cnc(C)nc2N)nc1 | 101 | -1 | 1.1 | 99 | 10
26 | COc1ccc(C(=O)O)cc1Nc1cc(C)nc2ncnn12 | 107 | 9 | -0.2 | 109 | -18

entry | PHOSPHO1 block | M18AAP inhibitor | FID counter | GPR7 antag
1 | 10 | 1 | -1 | -10
14 | 42 | 52* | 8 | -6
15 | -30 | 11 | -1 | -2
20 | 23 | 4 | -11 | 5
23 | 48 | -10 | 1 | -3
26 | -7 | -8 | 2 | -13
